INS-1E GSIS act = primary screen for activators of insulin secretion dependent on glucose, INS-1E cells, GLuc reporter luminescence | actives 0.61% (n = 370,000) | activation, % at 16.6 µM | AID 743287 | INS-1E GLuc reporter insulin secretion, 2-3 h;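 active means lowest replicate activation of at least 40%, so every replicate reaches that level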;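 further: 0% = median of neutral control wells and 100% = median of IBMX positive control wells; some compounds called inactive have numbers as strong as hits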
ARNT TACC3 PPI = ARNT/TACC3 interaction disruption; actives 0.66% (n = 390,000); Q9Y6A5; AlphaScreen His-ARNT PAS-B/GST-TACC3 binding, luminescence; TACC3 fragment carries E629A point mutation; inhibition, % at 9.99 µM;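 active means mean inhibition of replicates at least 50% and at least half of replicates each reaching 50%; inconclusive means half or more replicates reach 50% but mean below 50%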;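 further: 0% = complete ARNT plus TACC3 wells and 100% = ARNT alone without TACC3; many hits fall short of the cut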
XiGFP reactiv = activators of X-chromosome reactivation in mouse fibroblasts. XiGFP mouse fibroblasts, % GFP-positive cells imaging, 3 d; cells co-treated with 5-aza-dC sensitizer; scaled so ellipticine positive control = 100%. activation, % at 7.58 µM. actives 0.055% (n = 360,000);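 active means mean normalized replicate activation at least 10% and every replicate at or above 10%; inconclusive means only one of the two criteria met; inactive means mean below 10% and not all replicates reach 10%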;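 further: 0% = median of on-plate neutral control wells and 100% = ellipticine 6 µM median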
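Assay system – SV40-immortalized XiGFP fibroblast cells, line 68-5-11 · Buffer or medium – DMEM supplemented with 5-aza-dC as sensitizing agent · Dosing – one concentration, pinned · Benchmarks – positive control ellipticine, 6 µM final · Times – 3 days compound exposure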
PAX8 reporter = inhibitors of PAX8 transcriptional activity in RMG-I cells; inhibition, % at 12.6 µM; RMG-I TPO-luciferase reporter, SteadyGlo, 24 h; actives 1.2% (n = 360,000);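 active means mean replicate inhibition at least 60% with every replicate also reaching 60%; inconclusive means only one of the two criteria is met; inactive means mean below 60% and not all replicates reaching 60%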;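 further: luciferase light reporting Pax8 driven TPO promoter activity; plate controls were median of neutral control wells for no effect and mitoxantrone controls for full effect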
ERp5 block = blocks human ERp5 reductase activity on insulin | actives 0.05% (n = 350,000) | inhibition, % at 9.99 µM | Q15084 | AID 651711 | ERp5 insulin aggregation, absorbance 650 nm, 90 min;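 active means mean replicate inhibition above about 25%, with every replicate also reaching it, limit read from the data, passing the limit was not always enough; inconclusive means only one of those two criteria met; inactive means neither criterion met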
Target sequence (Q15084 whole entry, looked up): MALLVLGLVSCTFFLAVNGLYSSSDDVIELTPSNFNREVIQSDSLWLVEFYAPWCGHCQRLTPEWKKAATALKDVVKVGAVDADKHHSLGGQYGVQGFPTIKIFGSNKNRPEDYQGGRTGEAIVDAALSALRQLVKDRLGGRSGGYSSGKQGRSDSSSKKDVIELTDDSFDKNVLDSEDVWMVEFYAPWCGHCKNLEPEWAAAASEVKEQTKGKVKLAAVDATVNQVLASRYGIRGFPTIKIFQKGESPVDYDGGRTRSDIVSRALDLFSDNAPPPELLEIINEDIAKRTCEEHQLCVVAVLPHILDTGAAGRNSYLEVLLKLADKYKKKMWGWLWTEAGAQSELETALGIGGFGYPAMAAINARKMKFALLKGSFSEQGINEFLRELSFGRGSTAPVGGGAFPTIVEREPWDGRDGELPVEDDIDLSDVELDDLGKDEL
EWS-Fli block = blocks EWS/Fli oncoprotein-driven transcription; actives 0.67% (n = 350,000); A673 NR0B1-luciferase reporter, viability-normalised; AID 651661; inhibition, % at 12.6 µM;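 active means mean inhibition of at least 50% after viability correction, with every replicate also passing that limit; inconclusive means mean reaches 50% but only one of two replicates passes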;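 further: firefly luciferase signal divided by Alamar Blue viability fluorescence both relative to DMSO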
CFTR F508del cor = CFTR F508del correction in bronchial cells; actives 0.36% (n = 350,000); CFBE cells, YFP halide quenching; stimulated with forskolin plus potentiator P3; % fluorescence drop versus neutral controls; AID 720511; activity (quench increase), % at 7.58 µM;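 active means mean added fluorescence quench of at least 8% versus neutral control, with both replicates also reaching 8%; inconclusive means only one of the mean or replicate conditions met; inactive means mean below 8% and not both replicates reaching 8%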;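 further: cells transiently co-express mutant CFTR-F508del with the halide-sensitive YFP; corrector assay measuring rescue of mutant channel to the surface after 24 h compound exposure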
DENV2 CPE rescue = inhibitors of DENV2 cytopathic effect | CPE inhibition, % at 9.99 µM | DENV2-infected cells, cytopathic effect rescue, plate reader | actives 1.7% (n = 350,000) | AID 651640; in the data active means CPE inhibition above about 20%, passing the limit was not always enough; inconclusive means no clear call, values can overlap the other calls; tested in BHK-21 cells;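 further: 0% = median of neutral control wells and 100% = median of positive control wells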
Active calls of the source: *; ? = inconclusive; · = no result given.

SMILES	INS-1E GSIS act	ARNT TACC3 PPI	XiGFP reactiv	PAX8 reporter	ERp5 block	EWS-Fli block	CFTR F508del cor	DENV2 CPE rescue
CCn1cc(/C=C(\NC(=O)c2ccccc2F)C(=O)NCCCn2ccnc2)c2ccccc21	57	·	0.1	13	-2	5	-2.9	16
CCOC(=O)c1ccc(NC(=S)N(CCN2CCCCCC2)Cc2cccs2)cc1	-26	5	0.0	-3	10	9	2.4	-2
O=C(C[C@@H]1C[C@@H]2c3cc(NC(=O)CC4CC4)ccc3O[C@@H]2[C@@H](CO)O1)NCc1ccccc1F	-1	-7	-0.1	·	1	11	-1.5	-8
CCC(=O)Oc1ccc(/C(CC)=C(\CC)c2ccc(OC(=O)CC)cc2)cc1	·	-6	-0.1	-7	-1	8	-0.8	5
O=C(NCC1CCCCC1)c1cccc(S(=O)(=O)N2CCCC2)c1	-5	-22	-0.1	-5	2	11	3.3	?
CCOC(=O)CCCNC(=O)CCNC(=O)c1ccc(OCC(C)C)cc1	·	-3	1.6	19	6	1	2.6	-3
C=CCC1NS(=O)(=O)O[C@H](CCCC)[C@@H]1O (stereo partly drawn)	3	-3	0.0	-4	8	-13	-2.1	-12
O=c1oc(CCO)cc2ccc(C#Cc3ccsc3)cc12	-5	2	0.0	-67	2	-128	0.3	16
Clc1ccc(-c2csc3ncnc(Cl)c23)cc1	18	-3	0.0	-5	·	·	·	·
Cc1nnc(NC(=O)CCC(=O)N2CCN(S(=O)(=O)c3cc([N+](=O)[O-])ccc3C)CC2)s1	0	-7	0.2	1	-3	-16	1.3	-10
Cc1ccc2c(c1)cc(CN(Cc1cccnc1)C(=O)c1ccccc1)c1nnnn12	12	-11	-0.2	7	-1	-1	2.4	-2
CCCCN(c1ccccc1)c1ncnc(N)c1[N+](=O)[O-]	-2	-5	·	·	-2	-10	1.0	6
CCc1cccc(C)c1NC(=O)c1cc(-c2ccncc2)nc2ccccc12	6	29	0.0	·	5	5	-3.1	-7
Cc1cc(C)c2c(CN3CCOCC3)cc(=O)oc2c1C	·	-1	0.0	-3	0	1	0.5	4
CCOc1ccc(CN2C(=O)c3ccccc3C2=O)cc1C(=O)Nc1nnc(SCC)s1	44*	1	0.0	-5	·	7	3.3	·
O=C(/C=C/[C@H]1O[C@@H](n2ccc(=O)[nH]c2=O)[C@H](O)[C@@H]1O)NCCN1CCOCC1	·	·	-0.2	-2	8	-1	2.8	11
CC(C)c1c(C(=O)N/N=C/c2cccc(OCc3ccc(F)cc3)c2)nnn1-c1nonc1N	-10	-1	0.0	-21	7	-8	-2.7	-2
COc1ccccc1NS(=O)(=O)c1cccc(C(=O)N/N=C(\C)c2ccncc2)c1	6	1	0.0	-2	7	-25	1.0	1
CCOC(=O)c1ccc(CNC(=O)CSc2nnc(-c3ccncc3)o2)cc1	22	1	0.8	-6	5	-6	·	3
O=C(NCc1ccccc1)c1ccc(CNc2c(N3CCCC3)c(=O)c2=O)cc1	-2	7	-0.1	4	2	-1	-0.2	0
CO[C@H](CN(C)Cc1ccc2c(c1)OCO2)[C@@H](C)CN(C(=O)c1ccccc1)[C@@H](C)CO	16	12	0.1	·	0	3	2.7	6
COc1ccc(N2CCN(CC(=O)NC(=O)NC(C)(C)C)CC2)cc1	12	3	0.0	-13	6	11	3.3	5
CCOc1ccc(S(=O)(=O)N2CCN(C(=S)NCc3ccccc3)CC2)cc1	-16	-1	0.5	-1	0	11	1.7	4
CCOc1ccc(OCCC(=O)NNC(=O)c2ccncc2)cc1	24	-22	0.0	-25	2	0	-4.7	9
O=C(CNc1ccccc1F)Nc1cccc(S(=O)(=O)N2CCCCC2)c1	-13	3	0.0	-4	-1	-2	1.8	-12
COc1ccc(-n2c(COc3ccccc3)n[nH]c2=S)cc1	·	-14	0.0	-5	1	7	0.2	-4
Cc1ccc(NC(=O)COc2ncnc3sccc23)cc1S(=O)(=O)N(C)C	-2	-2	0.1	1	-6	-2	0.7	3
C[C@@]12C(=O)N(c3ccccc3)C(=O)N1[C@@H]1c3ccccc3OC[C@@H]1[C@H]2c1ccccc1	-19	3	0.1	-8	5	-2	3.1	17
CC(=O)N(C)C[C@@H]1Oc2cc(C#Cc3ccccn3)ccc2S(=O)(=O)N([C@@H](C)CO)C[C@@H]1C	-1	-2	-1.3	·	-2	0	-0.3	-3
O=c1[nH]c(C2CCCN(S(=O)(=O)c3cccc(F)c3)C2)nc2c1nnn2Cc1ccccc1 (stereo not drawn)	14	2	0.0	-5	1	18	-3.1	-6

Compound profiles, as listed above. Values in the order: INS-1E GSIS act	ARNT TACC3 PPI	XiGFP reactiv	PAX8 reporter	ERp5 block	EWS-Fli block	CFTR F508del cor	DENV2 CPE rescue
Results for CCOC(=O)c1ccc(CNC(=O)CSc2nnc(-c3ccncc3)o2)cc1 → 22	1	0.8	-6	5	-6	·	3
Results for COc1ccccc1NS(=O)(=O)c1cccc(C(=O)N/N=C(\C)c2ccncc2)c1 → 6	1	0.0	-2	7	-25	1.0	1

New compounds follow.
SMILES	INS-1E GSIS act	ARNT TACC3 PPI	XiGFP reactiv	PAX8 reporter	ERp5 block	EWS-Fli block	CFTR F508del cor	DENV2 CPE rescue
COc1ccc(CN(C#N)c2nc(C)cc(C)n2)cc1	1	-4	0.2	16	0	2	-0.3	3
COc1ccc(NC(=O)N(C)C[C@@H]2OCCCC[C@H](C)Oc3ccc(NS(=O)(=O)c4cn(C)cn4)cc3C(=O)N([C@H](C)CO)C[C@H]2C)cc1	10	-10	0.0	-19	21	0	-0.1	-2
Cc1ccc(CSC(Nc2ccc(F)cc2)=C(C#N)C#N)cc1	·	-4	0.4	?	-5	8	·	0
O=S(c1ccccc1)C(c1ccccc1)c1ccccc1 (stereo not drawn)	34	-2	0.3	-7	?	1	-0.8	-2
CCOc1ccc(C(=O)NC(=S)Nc2cccnc2)cc1[N+](=O)[O-]	10	-6	0.3	18	-6	4	-0.8	2
N#CCCN(C(=O)CCl)c1cccc(Cl)c1	·	0	0.0	1	1	35	2.5	1
COc1ccc(C(=O)Nc2nc(C)cs2)cc1S(=O)(=O)N1CCOCC1	12	·	-0.1	5	-1	0	-0.2	-6
CCc1ccc(NC(=O)CCC(=O)Nc2nnc(C(C)C)s2)cc1	10	0	0.0	5	0	·	-1.2	-4
COc1ccccc1CNC(=O)C[C@@H]1C[C@H]2c3cc(NC(=O)c4ccc5c(c4)OCO5)ccc3O[C@H]2[C@H](CO)O1	-8	·	0.1	-7	-1	5	-1.8	-6
CCOC(=O)/C(C#N)=C/Nc1ccccc1OC(F)(F)F	22	0	0.0	-16	-1	3	-2.2	-4
C[C@H](CO)N1C[C@H](C)[C@H](CN(C)S(=O)(=O)c2ccccc2)Oc2c(NC(=O)c3ccc(-c4nccs4)cc3)cccc2C1=O	10	11	-0.7	1	6	-5	1.9	0
COc1cc(/C=N/NC(=S)NCc2ccccc2)ccc1OCC#N	117*	0	0.1	10	·	·	·	·
Cc1ccc(NNC(=O)c2c(F)cccc2Cl)cc1Cl	0	1	0.1	-7	2	-6	0.0	-2
CCc1ccccc1NC(=O)CN(C)C(=O)COC(=O)c1c(Cl)cccc1Cl	-15	-3	0.6	·	1	4	-1.0	?
O=C(/C=C/c1ccccc1)NNC(=O)c1cccs1	0	3	0.3	-28	0	-15	1.2	-4
O=C(N/N=C/c1cn(-c2ccccc2)nc1-c1cccnc1)c1ccc(F)cc1	-13	1	0.1	-11	-2	-14	-0.1	2
CCn1cc(C(=O)N2CCN(c3ccc(F)cc3)CC2)c2cc(OC)c(OC)cc2c1=O	24	-4	0.0	8	0	3	-5.0	6
CC(NS(=O)(=O)OCC(Cl)(Cl)Cl)c1ccc(Br)cc1 (stereo not drawn)	·	-7	0.0	15	-6	-7	1.6	·
O=C(C[C@H]1C[C@H]2c3cc(NC(=O)c4ccc5c(c4)OCO5)ccc3O[C@H]2[C@H](CO)O1)NCc1ccccn1	7	-4	0.3	-26	3	-10	0.3	7
C[C@@H]1CCCCO[C@H](CN(C)S(=O)(=O)c2cn(C)cn2)[C@H](C)CN([C@H](C)CO)C(=O)c2cc(NS(C)(=O)=O)ccc2O1	4	·	-0.2	·	2	-17	1.9	5
CN(CC(=O)NCc1ccco1)CC(=O)Nc1ccc(F)c(F)c1F	-4	-6	0.0	-13	-2	6	2.0	12
O=C(C[C@@H]1C=C[C@@H](NS(=O)(=O)c2ccc(F)cc2)[C@H](CO)O1)NCCc1ccncc1	3	-4	0.0	-10	3	3	2.6	-5
CCC(=O)Nc1cccc(C(=O)/C=C/c2ccc(F)cc2)c1	-21	·	0.7	?	1	0	·	-2
CC(/C=N\NC(=O)c1ccc(C)nc1)=C\c1ccccc1	10	-10	0.3	-36	0	-7	·	3
c1ccc2sc(NC3=NCN(CC4CCCO4)CN3)nc2c1 (stereo not drawn)	-4	9	0.1	-50	-1	-41	2.1	6
O=C(C[C@@H]1CC[C@H]2[C@@H](COC[C@H](O)CN2C(=O)c2ccccc2F)O1)N1CCCCC1	12	6	-0.2	-10	4	2	-0.4	-9
COc1cccc(NC(=O)/C=C/c2ccccc2[N+](=O)[O-])c1	·	1	0.4	-84	-1	-52	·	-2
COc1ccc(NC(=O)C2c3ccccc3OCC(=O)N2Cc2ccc3c(c2)OCO3)cc1 (stereo not drawn)	-18	·	-0.1	17	1	-9	4.2	11
NC1=NC(=O)S/C1=C\c1ccc(O)cc1	16	-6	0.0	1	·	·	·	·
Cc1ccccc1S(=O)(=O)N[C@H]1CC[C@H](CCn2cc(-c3ccccc3)nn2)O[C@@H]1CO	5	-2	0.2	-7	-1	1	-0.9	13
COc1ccc(S(=O)(=O)N(C)C[C@@H]2OCCCC[C@H](C)Oc3ccc(NC(=O)c4ccccc4)cc3C(=O)N([C@H](C)CO)C[C@H]2C)cc1	-7	21	0.0	4	5	16	-4.9	0
O=C(NCc1cccnc1)c1cc(C2CCCCN2C(=O)c2ccc3ccccc3c2)on1 (stereo not drawn)	-14	·	0.2	23	-3	16	4.0	3
COc1ccc(C(=O)/C=C2/C(=O)Nc3ccccc32)cc1OC	14	12	0.2	39	4	38	-4.8	-1
CC1O[C@@H]2O[C@](O[C@H](C)CC[C@@H](C)O)(c3ccccc3)O[C@@H]2C[C@H]1O (stereo partly drawn)	7	-7	0.0	-5	-1	0	-1.8	-15
O=C1Nc2ccccc2N=C(c2ccccc2)C1N(Cc1ccc(F)cc1)C(=O)c1cccnc1 (stereo not drawn)	-12	·	0.1	-27	2	-5	1.9	0
C[C@@H]1CN([C@@H](C)CO)C(=O)Cc2cc(NC(=O)Nc3ccc4c(c3)OCO4)ccc2O[C@@H]1CN(C)Cc1ccc(Cl)c(Cl)c1	-9	·	-0.1	12	-2	-6	4.2	-3
O=C(NCc1ccc(F)cc1F)[C@@H]1CCCN1C(=O)[C@@H]1CCCN1C(=O)c1cccc(Cl)c1	-17	·	0.1	-6	-15	-7	0.7	-7
COc1ccc(C(=O)NCCCNC(=O)c2cc3ccccc3[nH]2)cc1OC	23	10	0.1	14	2	7	4.8	0
Cc1cccc(C(=O)NCc2nnc(SCC(=O)NC3=NCCS3)n2C)c1	18	1	0.2	12	5	1	-3.4	14
COC(=O)CCCC(=O)N1CCCC(CCC(=O)NCc2ccc(F)c(F)c2)C1 (stereo not drawn)	3	-15	0.0	-28	-4	-6	-1.1	-4
